MBNL1-CUG inh – qHTS Assay for Inhibitors of MBNL1-poly(CUG) RNA binding; Muscleblind-like protein 1 (Homo sapiens), Q9NR56; Potency, µM (titrated, usually from 57.5 µM), inactives show at the top dose activity change, negative = inhibition, hits mostly inhibitors; AID 2675, 2010; TR-FRET MBNL1-His/biotin-(CUG)12 binding, 665/545 ratio; actives 0.036% (n = 280,000); active = well fitted inhibition curve with a large enough effect in the signal ratio, with a control signal flat, not every such curve was filed as active; inconclusive = small, poorly fitted or top-dose-only effect, or effect the other way, or a change in a side signal; inactive = no such curve, though single readings can be large or run the other way; the % refers to the signal ratio; note: potency is the fitted concentration of half-maximal effect; % is set by controls: 0 for no effect and ±100 for the full control effect
Target sequence (Q9NR56 whole entry, looked up): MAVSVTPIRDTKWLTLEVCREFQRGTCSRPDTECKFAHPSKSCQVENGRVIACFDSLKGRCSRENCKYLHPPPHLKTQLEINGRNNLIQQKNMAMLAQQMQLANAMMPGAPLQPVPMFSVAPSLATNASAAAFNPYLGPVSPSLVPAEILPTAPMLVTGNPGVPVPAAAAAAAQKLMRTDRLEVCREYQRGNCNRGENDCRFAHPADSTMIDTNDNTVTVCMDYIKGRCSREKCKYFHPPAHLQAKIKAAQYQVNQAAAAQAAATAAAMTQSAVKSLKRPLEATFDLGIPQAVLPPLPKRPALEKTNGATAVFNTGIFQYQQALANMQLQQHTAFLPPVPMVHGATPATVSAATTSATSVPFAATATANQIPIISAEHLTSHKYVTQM
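TR-FRET between His-tagged MBNL1 and biotin-(CUG)12 RNA, detected with Tb anti-His antibody (0.055 ng/ul) and streptavidin-XL665 (5 nM), 60 min at room temperature. Compounds titrated 92 nM to 58 uM; 665/545 nm ratio normalized to buffer and complex controls.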
CXXC DNA block – qHTS Fluorescence Polarization Assay for Inhibitors of MLL CXXC domain - DNA interaction; Histone-lysine N-methyltransferase 2A (Homo sapiens), Q03164; MLL-CXXC / FITC-HOXA9 DNA fluorescence polarization; Potency, µM (doses to about 115 µM), for inactives: top-dose activity change, negative = inhibition, hits mostly inhibitors; actives 0.037% (n = 290,000); active = well fitted inhibition curve with a large enough effect in the polarisation, with a control signal flat, not every such curve was filed as active; inconclusive = small, poorly fitted or top-dose-only effect, or effect the other way, or a change in a side signal; inactive = no such curve, though single readings can be large or run the other way; the % refers to the polarisation; note: potency is the fitted concentration of half-maximal effect
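Steps: dispense CXXC domain solution (7 uM) → pin compounds or unlabeled HOX-A9 DNA control → 5 min ambient → add FLSN-HOX-A9 solution (50 nM) → spin → 30 min ambient → fluorescence polarization. Tris pH 7.5/NaCl/DTT/BSA buffer.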
Integrin act MD – qHTS for Activators of Integrin-Mediated Alleviation for Muscular Dystrophy; alpha7betagal myoblasts, beta-gal FDG fluorescence, 48 h; Potency, µM (highest dose often 38.3 µM), inactives show at the top dose activation, hits mostly activators; actives 0.064% (n = 350,000); AID 624291, 2012;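 note: potency is the fitted concentration of half-maximal effect; 100% = response of the positive control SU9516; nearly all actives have a fitted effect of over 60% in size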
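Alpha7betagal+/- myoblasts (passage 13) were plated 16-24 hr, then exposed to compounds (1:260 dilution of DMSO stock) for 48 hours at 37C. After MPER lysis, β-galactosidase reporter activity was read as FDG fluorescence (ex 480/em 540) after 30 minutes.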
KCNH2 WT inh – qHTS for Inhibitors of KCHN2 3.1: Wildtype qHTS. U2OS, BacMam KCNH2, thallium flux FluxOr; active compounds read low. Voltage-gated inwardly rectifying potassium channel KCNH2 (Homo sapiens), Q12809. actives 0.37% (n = 340,000). activity change, % at 1.84 µM;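 active = maximum activity change below -70%; inconclusive = maximum activity change between -70% and -50%; inactive = maximum activity change above -50%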; note: % is set by controls: 0 for no effect and ±100 for the full control effect
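U2OS cells were transduced with wild-type KCNH2 virus (2.03 x 10^8 / mL) for 4 h at room temperature, then cultured overnight at 37 C. Thallium flux was read with FluxOr dye. Rate constants were normalized to DMSO controls.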
GALK inh – qHTS Assay for Inhibitors of Human Galactokinase (GALK); Purified GALK, Kinase-Glo residual ATP luminescence; Potency, µM (series often up to 57.5 µM), for inactives: at the highest dose activity change, negative = inhibition, hits mostly inhibitors; actives 0.007% (n = 270,000); AID 1868, 2009; note: potency is the fitted concentration of half-maximal effect; % is set by controls: 0 for no effect and ±100 for the full control effect
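Human GALK (5 nM) with 35 uM ATP and 100 uM galactose in 20 mM HEPES pH 8.0, 5 mM MgCl2, 60 mM NaCl, 1 mM DTT, 0.01% BSA. After 1 h at room temperature, leftover ATP was read by Kinase-Glo Plus luminescence.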
S-ASM inh – Inhibitors of Secretory Acid Sphingomyelinase (S-ASM): qHTS | actives 0.006% (n = 340,000) | Potency, µM (highest dose often 57.5 µM), inactives show top-dose activity change, negative = inhibition, usual class: inhibitors | placental ASM, HMU-PC fluorogenic substrate, 60 min | Sphingomyelin phosphodiesterase (Homo sapiens), P17405 | AID 504937, 2011; note: potency is the fitted concentration of half-maximal effect
Target sequence (P17405 47-631 limits assumed): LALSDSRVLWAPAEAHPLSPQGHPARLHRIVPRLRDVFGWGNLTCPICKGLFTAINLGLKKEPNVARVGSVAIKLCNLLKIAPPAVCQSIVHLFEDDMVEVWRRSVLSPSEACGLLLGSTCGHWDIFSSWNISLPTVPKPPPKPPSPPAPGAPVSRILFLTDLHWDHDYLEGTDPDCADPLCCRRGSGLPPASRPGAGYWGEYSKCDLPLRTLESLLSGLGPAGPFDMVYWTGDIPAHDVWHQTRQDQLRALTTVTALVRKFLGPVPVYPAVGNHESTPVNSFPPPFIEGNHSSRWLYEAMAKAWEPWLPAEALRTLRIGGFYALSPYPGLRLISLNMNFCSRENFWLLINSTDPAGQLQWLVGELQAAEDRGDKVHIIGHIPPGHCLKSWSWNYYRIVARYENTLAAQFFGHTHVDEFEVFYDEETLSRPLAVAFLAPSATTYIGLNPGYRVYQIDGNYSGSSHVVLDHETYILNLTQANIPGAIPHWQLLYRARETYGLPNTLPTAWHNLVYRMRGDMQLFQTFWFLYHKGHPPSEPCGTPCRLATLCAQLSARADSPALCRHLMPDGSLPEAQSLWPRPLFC
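HMU-PC0 cleavage (9 uM final) by human placental ASM, 60 min at 37 °C following 10 min compound exposure at RT; stopped at pH 10, fluorescence Ex 386/Em 447 nm.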
TRPV1 agonist – HTS Assay for Compounds that Act as Agonists of the Vanilloid Receptor 1 | Transient receptor potential cation channel subfamily V member 1 (Homo sapiens), Q8NER1 | TRPV1-expressing cells, Fluo-8 calcium influx, agonist mode | activation, % at 8.33 µM | actives 0.19% (n = 320,000) | AID 540275, 2011; in the data active = activation above about 80%; inconclusive = between about 30% and that limit; note: 0% is about no effect
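Fluo-8 calcium influx in TRPV1-expressing cells, kinetic read (ex 480/em 520 nm). Compound added and read 3 min for agonist activity, followed by capsaicin at EC20 final and 2 min further read for enhancement.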
KCNH2 3.1 inh – qHTS for Inhibitors of KCHN2 3.1: Mutant qHTS | actives 0.95% (n = 340,000) | Potassium voltage-gated channel subfamily H member 2, brain isoform KCNH2 3.1 (human) | U2OS KCNH2 3.1, thallium flux FluxOr; active compounds read low | activity change, % (tested at about 1.8 µM);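 active = maximum activity change below -70%; inconclusive = maximum activity change from -70% to -50%; inactive = maximum activity change above -50%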;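 note: thallium influx rate constant from kinetic fluorescence after stimulation buffer; % is set by controls: 0 for no effect and ±100 for the full control effect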
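We transduce U2OS cells with the mutant 3.1 virus, culture them overnight, load FluxOr with Red40 quencher for 45 min, then add stimulation buffer and read kinetically for 2 min to derive a normalized rate constant.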
FBPA coupling cs – qHTS Assay for Inhibitors of Fructose-1,6-bisphosphate Aldolase from Giardia Lamblia: Coupling assay counterscreen; actives 0.67% (n = 290,000); coupling enzyme system counterscreen, AmpLite Red fluorescence; activity change, negative = inhibition, % at 58.2 µM, hits read low; in the data active = activity change below about -30%; note: % is set by controls: 0 for no effect and ±100 for the full control effect
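Activity here indicates interference with the coupling reaction, not aldolase inhibition. Compounds at 57.5 uM final met coupling enzymes for 10 min at RT; substrate and AmpLite Red detection followed, with a 525/598 nm fluorescence read after 20 min.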
AT treatment – qHTS Assay for Identifying a Potential Treatment of Ataxia-Telangiectasia; Potency, µM (highest dose often 57.5 µM), for inactives: top-dose activation, actives largely listed as activators; actives 0.19% (n = 320,000); […] A-T fibroblasts, KAP-1 phosphorylation AlphaLISA; neocarzinostatin DNA damage 30 min before lysis; AID 485349, 2010; note: potency is the fitted concentration of half-maximal effect; % of control where 0% means no effect; nearly all actives have a fitted effect of over 45% in size
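ATM-like activity read as KAP-1 phosphorylation via AlphaLISA donor/acceptor antibody pairs after lysis and 6 hr at 25C. Cells were ATM-null patient fibroblasts ([…], hTERT), dosed 60 min, then exposed to the DSB inducer NCS for 30 min.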
Active calls of the source: *; ? = inconclusive; / = no result given; & = joins results of further samples; [ ] = remark or other dose. Unless noted, calls come from the whole dose curve; as a rule, active = well fitted curve in the direction sought with a large enough effect; inconclusive = small, poorly fitted or top-dose-only effect, or another doubt; inactive = no such curve, though single readings can be large; an effect the other way counts as inactive or inconclusive.

compound,MBNL1-CUG inh,CXXC DNA block,Integrin act MD,KCNH2 WT inh,GALK inh,S-ASM inh,TRPV1 agonist,KCNH2 3.1 inh,FBPA coupling cs,AT treatment
NS(=O)(=O)c1cccc(NC(=O)Nc2ccc(Cl)cc2)c1,-12%,-4%,?,9,1%,-5%,?,15,-1,0%
CC(=O)Nc1ccc(NC(=O)C2CCN(S(=O)(=O)c3cccc4nonc34)CC2)cc1,?,10%,-1%,7,3%,-3%,5,21,2,2%
COc1ccc(C(=O)/C=C/Nc2ccc([N+](=O)[O-])cc2)cc1,23%,13%,4%,-23,0%,6%,0,-3,1,-11%
CCC(C)NC(=O)C1CCC(CNS(=O)(=O)c2ccccc2)CC1 (stereo not given),-7%,6%,3%,/,/,-2%,16,-9,2,-6%
CCCC(=O)Nc1ccc2c(c1)C(=O)NC2=O,?,7%,-5%,-17,-1%,23%,0,7,0,-5%
CCOC(=O)/C(C#N)=C/N1CCOCC1,2%,-4%,?,24,0%,5%,-1,20,2,0%
COc1ccc(C(=O)COC(=O)c2ccco2)cc1,11%,-1%,4%,-20,9%,1%,8,-3,1,14%
COC(=O)c1sc2ccccc2c1NC(=O)c1cccs1,35%[activator],-5%,-14%,10,1%,-2%,-2,-14,-2,3%
CN(CC(=O)Nc1c(Cl)cccc1Cl)C(=O)CC1Sc2ccccc2NC1=O (stereo not given),/,/,-13%,-1,/,0%,-4,-12,/,2%
CCNC(=O)N(CCOC)CC1CCCN(C2Cc3ccccc3C2)C1 (stereo not given),-4%,-6%,-2%,-4,4%,-1%,1,-17,-2,-6%
Cc1cccc(N2CCN(c3nc(C)cc(C)c3C#N)CC2C)c1 (stereo not given),0%,3%,31%,-4,4%,-7%,?,-1,1,11%
COc1cccc2cc(C(C)OC(=O)Nc3ccc(C)cc3)oc12 (stereo not given),-6%,40%,19%,2,2%,-13%,6,-5,0,8%
CCOC(=O)C1C(=O)NC(SCC(N)=O)=C(C#N)C1c1ccccc1OCC (stereo not given),-3%,?,-27%,-3,1%,-1%,1,-3,3,-1%
Cc1ccc(-c2cccc(C3CC=CC4C3C(=O)N(Cc3ccccc3)C4c3ccc4ccccc4c3)c2)cc1 (stereo not given),5%,7%,16%,-1,1%,-2%,1,18,0&0,-3%
COc1ccc(N(C(=O)Cn2nnc3ccccc32)C(C(=O)NC(C)(C)C)c2ccc(OC)c(O)c2)cc1 (stereo not given),-17%,3%,?,/,4%,1%,-6,-8,0,12%
COc1ccccc1-c1cc(C(=O)Nc2c(F)cc(F)cc2Br)no1,14%,-3%,18%[7.66 µM],29,1%,-5%,-1,-29,0,17%
COc1cccc(CN2C(=O)c3cccc(N)c3C2=O)c1,?,?,23%,-12,2%,/,12,13,4,25µM*
CC(C)(C)OC(=O)N1CCC[C@H]1C(=O)O,-3%,5%,24%,/,/,-3%,-4,/,-1&4,-3%
Cc1cc(C(=O)NC2CCCc3c2cnn3-c2ccc(C(C)(C)C)cc2)n[nH]1 (stereo not given),2%,2%,0%,-5,2%,-5%,?,-28,-1,10%
Cc1ccc(C(=O)Nc2ccccc2N2CCCC2)s1,/,/,-14%,5,/,-1%,20,2,/,-7%
CC1(CC(=O)N/N=C/c2ccc(OCc3ccc(Cl)cc3Cl)cc2)OCCCO1,6%,-16%,-30%,5,/,-23%,1,1,1,8%
N#CC1=C(N)Oc2n[nH]c(-c3cccs3)c2C1c1ccoc1 (stereo not given),4%,-6%,-12%,-3,-1%,5%,-1,-1,-11,1%
COc1ccc(CNC(=O)c2nnn(Cc3ccc(OC)cc3)c2N)cc1,-12%,-2%,-19%,-3,0%,11%,1,9,1,0%
COC(=O)[C@]1(Cc2ccccc2)N[C@H](CN(C)C(=O)c2ccc(C)cc2)[C@@H]2C(=O)N(C)C(=O)[C@@H]21,/,/,-35%[inhibitor],-1,/,5%,/,-25,/,2%
COc1ccc(NC(=O)CN2CCN(CC(=O)Nc3ccc(OC)c(OC)c3)CC2)cc1,-8%,4%,-16%,-1,-3%,2%,2,-16,-3,4%

The list goes on:
compound,MBNL1-CUG inh,CXXC DNA block,Integrin act MD,KCNH2 WT inh,GALK inh,S-ASM inh,TRPV1 agonist,KCNH2 3.1 inh,FBPA coupling cs,AT treatment
Cc1ccc(-n2ncc(C(=O)N3CCc4ccccc4C3)c2NC(=O)c2ccco2)cc1C,?,8%,20%,-10,1%,1%,?,-9,-27,2%
Cn1nc(-c2ccc(Cl)cc2)c2cc(C(=O)N3CCN(C(=O)c4ccco4)CC3)sc21,13%,-4%,27%,-13,2%,-7%,-3,-6,0,-3%
O=C(CSc1ccc2nnc(-c3ccc(Cl)cc3)n2n1)N1CCCC1,-3%,8%,6%,-28,1%,0%,1,-5,0,2%
CCOc1ccc(C(CC(=O)O)NC(=O)c2sc3ccccc3c2Cl)cc1 (stereo not given),19%,0%,5%,1,0%,4%,-3,-4,7,0%
O=C(CNC(=O)c1cccc(F)c1)N/N=C/c1ccc([N+](=O)[O-])s1,?,-4%,-39%,/,-1%,-7%,-2,6,3,4%
CC(Oc1ccc2ccc(=O)oc2c1)C(=O)NC(Cc1c[nH]c2ccc(O)cc12)C(=O)O (stereo not given),-1%,-9%,-2%,-2,/,7%,0,-6,-7,-8%
Cc1cccc(N2C(=O)C3C4C=CC(C4)C3C2=O)c1 (stereo not given),-3%,3%,-13%,3,2%,-1%,-1,5,1,23%
CNc1nnc(-c2ccc(OC)cc2)s1,4%,-5%,-9%,3,-1%,5%,1,8,0,-2%
CSc1ccccc1NC(=O)c1ccccc1N(C)S(C)(=O)=O,-9%,0%,-19%[7.66 µM],-1,0%,1%,-1,10,3,12%
CC(C)Sc1nnc(CNC(=O)C23CC4CC(CC(C4)C2)C3)n1Cc1ccccc1,-10%,-5%,-1%,-34,1%,0%,?,-2,0,5%
CCCN1C2CCCC1CC(NC(=O)C1CCCCC1)C2 (stereo not given),?,-3%,-8%,0,1%,3%,7,7,1,/
Cc1ccc(-c2nc3cccnc3o2)cc1NC(=O)COc1ccc(C(C)(C)C)cc1,-2%,-21%,-46%[inhibitor],2,-1%,?,25,-6,0,/
CC(C)c1nnc(NC(=O)C2CCCO2)s1 (stereo not given),-10%,6%,5%,0,10%,2%,2,10,8,1%
COc1cccc(OC)c1OCC(C)CNCC1CCCO1 (stereo not given),-6%,-3%,9%,21,0%,0%,3,3,3,-5%
COc1cc(C(=O)NCc2ccc(-c3nc4ccccc4s3)cc2)cc(OC)c1OC,151%[activator],-2%,9%,-1,1%,-2%,-8,6,-1,-4%
O=C(NC(=S)Nc1ccc(S(=O)(=O)Nc2ncccn2)cc1)c1cccc(Br)c1,20%,1%,1%,-5,5%,-1%,3,0,0,13%
COc1ccc(NC(=O)CC(C)CC(=O)NCc2ccccc2)c(OC)c1 (stereo not given),-5%,-12%,?,-1,-2%,-4%,3,12,-1,3%
CCN1CCN(CCCNC(=O)CCC(=O)N2CCOc3ccc(Cl)cc32)CC1,-11%,/,2%,15,/,5%,0,4,1,-4%
Cc1cc(C)c(OCC(=O)Nc2ccccn2)c([N+](=O)[O-])c1,4%[11.5 µM],1%,20%,4,/,7%,2,-4,1,0%
O=C(Nc1cc(S(=O)(=O)Nc2ccc(Cl)cc2)ccc1O)c1ccc(S(=O)(=O)N2CCCCCC2)cc1,-4%,-10%,-31%[inhibitor],-3,3%,-20%,-3,-11,6,8%
Cn1c(=O)[nH]c(=O)c2c1nc(NN)n2CCOc1ccccc1,-4%,?,0%,1,2%,-3%,-3,6,-4,14%
COc1cccc2c1C(=O)CC1C2CCC2CC(=O)CCC21C (stereo not given),/,/,-37%,-1,/,3%,/,23,/,/

Source: PubChem BioAssay
